# HCV core dimer = inhibitors of HCV core protein dimerization, primary screen, biochemical, TR-FRET, high-throughput; TR-FRET GST/Flag-core106 dimerization, 1536-well; AID 1899, 2009; 300,000 tested, 0.33% active; inhibition, % at 5 µM;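 active = inhibition above the mean of all tested compounds plus 3 SD, set per screening campaign, cut at about 45% in these data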
#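 Material: GST/Flag-tagged HCV core106 proteins. Incubation: 4 h, 22.5 °C incubation. Read-out basis: inhibition (%) from 671 over 617 nm ratio. Measured by: TR-FRET, excitation 340 nm, emission 617 and 671 nm.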
# CTSL1 counter = Fasciola hepatica cathepsin L1 inhibitors, primary screen, counter-screen for PFM18AAP inhibitor project, biochemical, QFRET, fluorogenic peptide substrate; recombinant F. hepatica cathepsin L1, Z-Leu-Arg-MCA fluorescence; inhibition, % at 5.96 µM; 300,000 tested, 0.49% active;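 active = inhibition above the mean of all tested compounds plus 3 SD, set per screening campaign, cut at about 17% in these data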;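 note: 0% = plate median of test compound wells and 100% = 1 µM Z-Phe-Ala-diazomethylketone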
# PP1 counter = PP1-alpha phosphatase inhibitors, primary screen, counter-screen for PP5 inhibitor project, biochemical, fluorescence, OMFP substrate, single point; purified PP1alpha; inhibition, % at 6.7 µM; 320,000 tested, 0.9% active;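 active = inhibition above the mean inhibition of all tested compounds plus 3 SD, computed separately for each screening campaign, cut at about 15% in these data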
# proCasp7 act = procaspase-7 activators, primary screen, counter-screen for procaspase-3 activator project, biochemical, absorbance, HTS, human; recombinant procaspase-7, Ac-DEVD-pNA absorbance 405 nm; D23A/D198A/D206A triple mutant, cannot self-cleave; scale: DMSO 0, 5 µM enzyme 100; activation, % at 8.5 µM; 330,000 tested, 0.093% active; AID 463210, 2010;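 active = percent activation above the screen-wide mean plus 3 SD, cut at about 25% in these data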
# Target sequence (P55210 whole entry D23A/D198A/D206A): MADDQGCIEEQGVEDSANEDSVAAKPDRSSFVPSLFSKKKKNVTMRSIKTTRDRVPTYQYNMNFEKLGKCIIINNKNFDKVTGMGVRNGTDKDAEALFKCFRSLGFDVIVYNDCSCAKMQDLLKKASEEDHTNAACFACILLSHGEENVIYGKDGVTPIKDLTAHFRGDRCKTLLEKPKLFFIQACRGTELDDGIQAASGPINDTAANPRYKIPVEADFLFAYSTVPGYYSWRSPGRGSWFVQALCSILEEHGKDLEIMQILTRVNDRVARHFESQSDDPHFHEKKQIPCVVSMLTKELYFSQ
#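 Detection: p-Nitroaniline absorbance at 405 nm, read at 0 and 120 min; system: Uncleavable procaspase-7 mutant enzyme; evaluation: % activation from two-timepoint absorbance difference, scaled to controls; times: 1 h enzyme–compound preincubation and 2 h substrate reaction, both 25 °C; buffer or medium: Zinc-free HEPES pH 7.4 with 300 mM NaCl, 0.01% Triton X-100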
# GASC-1 inh = inhibitors of GASC-1 histone demethylase, primary screen, biochemical, fluorescence, DELFIA europium | GST-JMJD2C(1-420) H3K9me3 demethylation | inhibition, % at 2.35 µM | 330,000 tested, 0.069% active;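 active = more than half of a compound's replicate wells show inhibition beyond 50%, single wells judged on their own value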;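 note: signal counts dimethyl H3K9 product captured on neutravidin plate; 0% = median of DMSO wells and 100% = 0.3 times that DMSO median; strong numbers were not always called active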
# Target sequence (Q9H3R0 1-420 limits assumed): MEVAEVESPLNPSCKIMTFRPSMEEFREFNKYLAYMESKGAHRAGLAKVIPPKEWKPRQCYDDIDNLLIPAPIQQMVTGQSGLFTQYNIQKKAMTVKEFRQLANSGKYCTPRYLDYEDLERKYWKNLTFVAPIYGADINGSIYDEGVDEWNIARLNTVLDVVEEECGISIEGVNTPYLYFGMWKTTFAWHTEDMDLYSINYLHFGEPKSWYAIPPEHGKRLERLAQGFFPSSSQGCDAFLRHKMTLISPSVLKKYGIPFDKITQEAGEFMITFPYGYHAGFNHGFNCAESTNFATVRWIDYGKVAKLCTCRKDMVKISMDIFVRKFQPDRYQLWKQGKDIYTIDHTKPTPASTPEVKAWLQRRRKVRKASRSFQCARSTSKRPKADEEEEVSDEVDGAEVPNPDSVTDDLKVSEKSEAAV
# VLA-4 inh = inhibition in human VLA-4 binding assay, primary screen, VLA-4 allosteric modulator project, MLPCN library, flow cytometry, VLA-4 expressing cells | Integrin alpha-4 (Homo sapiens), P13612 | ligand binding flow cytometry | inhibition, % (about 7 µM as worked out from the volumes in the protocol) | 330,000 tested, 0.2% active; in the data active = inhibition above about 50%
# proCasp3 act = activators of human procaspase-3 D3A mutant, primary screen, biochemical, absorbance, PC-3 D3A mutant, single concentration; recombinant procaspase-3 D3A, Ac-DEVD-pNA absorbance 405 nm; 330,000 tested, 0.11% active; Caspase-3 (Homo sapiens), P42574; activation, % at 8.5 µM;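 active = activation above the mean of all tested compounds plus 3 SD, cut at about 21% in these data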;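 note: 0% = DMSO alone and 100% = DMSO wells spiked with extra 5 µM PC-3 D3A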
# Target sequence (P42574 whole entry D9A/D28A/D175A): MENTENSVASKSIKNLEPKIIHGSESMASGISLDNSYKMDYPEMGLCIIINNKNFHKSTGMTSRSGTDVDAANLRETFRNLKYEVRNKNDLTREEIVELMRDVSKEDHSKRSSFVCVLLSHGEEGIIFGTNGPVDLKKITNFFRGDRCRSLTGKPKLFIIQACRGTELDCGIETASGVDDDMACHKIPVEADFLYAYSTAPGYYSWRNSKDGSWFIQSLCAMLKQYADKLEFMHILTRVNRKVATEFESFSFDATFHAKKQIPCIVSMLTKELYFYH
#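 Compound: 8.5 µM single point, 0.8% DMSO / Material: Autoprocessing-dead procaspase-3 D3A mutant enzyme / Timing: 1 h preincubation plus 2 h reaction at 25 °C / Medium: Zinc-free HEPES/NaCl buffer with 0.01% Triton X-100 at pH 7.4 / Technique: 405 nm absorbance of p-nitroaniline, reads at 0 and 120 min / Repeats: one well per compound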
# GRK2 aptamer HTS = compounds blocking aptamer binding on GRK2 – biochemical, human GRK2, bead flow cytometry, HTS, primary screen | inhibition of aptamer binding, % at 10 µM | FAM-aptamer displacement from GRK2 | 330,000 tested, 0.59% active | AID 488847, 2010;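 active = inhibition of aptamer binding above 40%, roughly 3 SD of noise, on plates passing a quality check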;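 note: median bead fluorescence of bound FAM aptamer so fluorescent compounds give negative values; no value below 0 was filed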
# PP5 primary = PP5 phosphatase inhibitors, primary screen, biochemical, fluorescence. inhibition, % at 6.7 µM. Serine/threonine-protein phosphatase 5 (Homo sapiens), P53041. 320,000 tested, 0.18% active. AID 1987, 2009. purified PP5c, OMFP substrate fluorescence;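 active = inhibition above the campaign's mean inhibition across all tested compounds plus 3 SD, cut at about 9.5% in these data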;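 note: 0% = DMSO only and 100% = 100 µM cantharidin control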
# Starred values were filed as active, the others as inactive; . = not tested or not shown. Outcome played no part in choosing rows. About 2.6% of those tested had a hit in this group.
# Field names – A = HCV core dimer; B = CTSL1 counter; C = PP1 counter; D = proCasp7 act; E = GASC-1 inh; F = VLA-4 inh; G = proCasp3 act; H = GRK2 aptamer HTS; I = PP5 primary
(1) CCn1nc(C)c(Br)c1-c1nc(CS(=O)(=O)c2ccsc2)no1
  A: -24; B: -1; C: -2; D: 8; E: -7; F: 10; G: 1; H: 0; I: 3.2
(2) O=C(NNC(=S)Nc1ccc(F)cc1)c1cccc([N+](=O)[O-])c1
  A: -4; B: 0; C: 1; D: -12; E: 2; F: 3; G: -22; H: 0; I: -1.4
(3) Cc1cc(NC(=O)COC(=O)C2CC(=O)N(c3ccc(Br)cc3)C2)no1 (stereo not drawn)
  A: 4; B: -7; C: -1; D: 11; E: 6; F: -10; G: -5; H: 4; I: 0.5
(4) CCCC(=O)Nc1c2c(nn1-c1ccc(C)cc1)CS(=O)(=O)C2
  A: -4; B: 0; C: 1; D: 5; E: -6; F: -6; G: 5; H: 0; I: -2.6
(5) CC(C)N1CCC2(CC1)N=C(c1ccc3c(c1)OCO3)CC(c1cc(Cl)ccc1O)N2 (stereo not drawn)
  A: 0; B: 1; C: 3; D: -9; E: -15; F: 1; G: -19; H: 0; I: 3.7
(6) O=C(Cn1c(=S)[nH]c2ccccc21)c1ccccc1
  A: -5; B: 2; C: -7; D: -4; E: -3; F: 13; G: -16; H: 0; I: 1.5
(7) COCCCNC(=S)N/N=C/c1ccccc1O
  A: 2; B: 0; C: -5; D: 13; E: 4; F: -1; G: 1; H: 0; I: -1.1
(8) Cc1ccc(N=C(NOC(=O)c2ccccc2)c2nonc2N)c(C)c1
  A: 9; B: -9; C: 3; D: 4; E: 1; F: 5; G: 5; H: 4; I: 4.3
(9) COc1ccc(Cl)cc1C(=O)Nc1ccc(S(N)(=O)=O)cc1
  A: -4; B: 0; C: 2; D: -1; E: 21; F: 2; G: -3; H: 0; I: 1.6
(10) CC(C)(C)[C@@H]1C=C(C(=O)N2CCOCC2)O[C@H](OCc2ccc(CO)cc2)C1
  A: -8; B: 1; C: 2; D: 0; E: 3; F: -2; G: 7; H: 2; I: 1.7
(11) CC(=O)/C(=C/N(C)C)C(=O)Nc1ccc(Cl)cc1Cl
  A: -1; B: -1; C: 0; D: -3; E: -3; F: 10; G: -6; H: 2; I: 2.7
(12) Cc1ccc(NC(=S)N2CCC(O)CC2)c(C)c1
  A: 8; B: -2; C: -5; D: 1; E: 3; F: -24; G: 4; H: 1; I: -0.6
(13) COc1ccccc1/C=C/c1nc(S(=O)(=O)c2ccccc2)c(N2CCC(C(N)=O)CC2)o1
  A: 12; B: 4; C: -2; D: -7; E: 0; F: 16; G: -4; H: 4; I: 0.0
(14) CCN(CC)S(=O)(=O)c1cc(C(=O)OCC(=O)Nc2cccc(S(=O)(=O)N(C)C)c2)ccc1F
  A: 6; B: -8; C: 3; D: 7; E: -7; F: 2; G: 2; H: 6; I: 5.2
(15) COc1ccc(C(NC(=O)CC(C)C)NC(=O)CC(C)C)cc1OC
  A: -4; B: -1; C: -1; D: 8; E: -43; F: 0; G: 4; H: 3; I: 0.4
(16) Clc1ccccc1CN1CCN(/N=C/C=C/c2ccco2)CC1
  A: 4; B: 1; C: -1; D: -6; E: -4; F: 13; G: -9; H: 5; I: 2.8
(17) COc1ccc(-c2cc(CNC(=O)CN(C)Cc3ccccc3)on2)cc1
  A: 2; B: -2; C: 1; D: 1; E: 1; F: 1; G: 8; H: 0; I: 2.8
(18) O=C(/C=C/c1cccs1)c1ccc(N2CCOCC2)cc1
  A: 15; B: 0; C: 1; D: 2; E: 2; F: 3; G: 0; H: 0; I: 1.9
(19) CC1OC(OCC2OC(Oc3c(-c4ccc(O)cc4)oc4cc(O)cc(O)c4c3=O)C(O)C(O)C2O)C(O)C(O)C1O (stereo not drawn)
  A: -6; B: 5; C: -1; D: -6; E: -7; F: 41; G: 8; H: 0; I: -0.5
(20) CCOc1ccc(NC(=O)CN(C)C(=O)COc2cccc(CC)c2)cc1OCC
  A: 0; B: 2; C: -5; D: 4; E: -5; F: -2; G: 2; H: 0; I: -0.1

# Among those listed so far, these contain four or more nitrogen atoms.
# Field names – A = HCV core dimer; B = CTSL1 counter; C = PP1 counter; D = proCasp7 act; E = GASC-1 inh; F = VLA-4 inh; G = proCasp3 act; H = GRK2 aptamer HTS; I = PP5 primary
(1) CCn1nc(C)c(Br)c1-c1nc(CS(=O)(=O)c2ccsc2)no1
  A: -24; B: -1; C: -2; D: 8; E: -7; F: 10; G: 1; H: 0; I: 3.2
(2) O=C(NNC(=S)Nc1ccc(F)cc1)c1cccc([N+](=O)[O-])c1
  A: -4; B: 0; C: 1; D: -12; E: 2; F: 3; G: -22; H: 0; I: -1.4
(8) Cc1ccc(N=C(NOC(=O)c2ccccc2)c2nonc2N)c(C)c1
  A: 9; B: -9; C: 3; D: 4; E: 1; F: 5; G: 5; H: 4; I: 4.3

# Next entries:
# Field names – A = HCV core dimer; B = CTSL1 counter; C = PP1 counter; D = proCasp7 act; E = GASC-1 inh; F = VLA-4 inh; G = proCasp3 act; H = GRK2 aptamer HTS; I = PP5 primary
(21) COCCNC(=S)N(CCc1c(C)[nH]c2ccc(C)cc12)Cc1cc(OC)c(OC)c(OC)c1
  A: 13; B: 4; C: -2; D: -2; E: 1; F: 0; G: 3; H: 2; I: 2.4
(22) COc1ccc(C2C(C(=O)Nc3cccc(C)n3)c3ccccc3C(=O)N2C)cc1OC (stereo not drawn)
  A: -6; B: 0; C: -2; D: 12; E: .; F: 18; G: 11; H: 0; I: -2.6
(23) O=C(c1sc2ccccc2c1Cl)N1CCN(c2ccc(F)cc2)CC1
  A: 16; B: -2; C: 3; D: 11; E: 7; F: 4; G: -8; H: 2; I: 1.3
(24) CC(Sc1ccc(Cl)cc1)C(=O)NCC(c1ccco1)N1CCCCC1 (stereo not drawn)
  A: 0; B: 0; C: -5; D: 3; E: -3; F: 0; G: -7; H: 0; I: -0.8
(25) N#Cc1nc(NCC(F)F)nc(Nc2cc(F)cc(F)c2)n1
  A: .; B: .; C: 8; D: 5; E: 7; F: 0; G: 8; H: 2; I: 8.8
(26) CS(=O)(=O)NCCCCNc1ccc(C(F)(F)F)cc1[N+](=O)[O-]
  A: 2; B: 2; C: -1; D: 7; E: -22; F: 21; G: 0; H: 0; I: 5.3
(27) Cc1cc(C)cc(OCC(=O)N(C)CC(=O)Nc2ccc(Cl)c(C(F)(F)F)c2)c1
  A: .; B: .; C: 4; D: 8; E: -5; F: 6; G: 7; H: 1; I: 10*
(28) Cc1nc2ccc(NC(=O)NCCO)cc2s1
  A: 1; B: -1; C: -8; D: 3; E: 5; F: 2; G: 3; H: 0; I: 0.5
(29) CC(C)COCC(O)CCC(=O)NNC(=S)Nc1ccccc1 (stereo not drawn)
  A: -4; B: -1; C: 0; D: -11; E: 3; F: 13; G: -7; H: 1; I: 2.0
(30) CC1=C(C(=O)N2CCN(C(=O)c3ccco3)CC2)C2(CCC(C)CC2)OC1=O (stereo not drawn)
  A: -3; B: -2; C: -3; D: -4; E: -5; F: 6; G: 6; H: 0; I: 1.5
(31) O=C(COc1ccc2c(c1)OCO2)Nc1ccc2c(c1)oc1ccccc12
  A: 16; B: -3; C: 3; D: 3; E: -18; F: 9; G: -11; H: 0; I: 0.4
(32) O=C(c1ccco1)N1CCN(C(c2cccs2)c2sc3ncnn3c2O)CC1 (stereo not drawn)
  A: 1; B: -3; C: -2; D: 2; E: 7; F: -10; G: 14; H: 0; I: -0.5
(33) O=C(COC(=O)CSc1ccc(F)cc1)NNC(=O)c1ccc([N+](=O)[O-])cc1
  A: -2; B: -9; C: -3; D: 5; E: 0; F: 12; G: -10; H: 0; I: 1.3
(34) Cc1c(C(=O)N2CCCCC2)nnn1-c1nonc1N
  A: 4; B: 3; C: -2; D: 11; E: -4; F: -1; G: 5; H: 0; I: 0.0
(35) COc1cccc(-n2cnc(=O)c3cccnc32)c1
  A: 2; B: 2; C: 0; D: 1; E: -2; F: 0; G: 4; H: 0; I: 0.6
(36) COc1ccc([N+](=O)[O-])cc1NS(=O)(=O)c1ccccc1
  A: 2; B: 2; C: -4; D: -10; E: 0; F: 12; G: 6; H: 0; I: 0.3
(37) N=c1ccn(Cc2ccc(Cl)cc2Cl)cc1
  A: -1; B: 0; C: -3; D: -1; E: -3; F: 3; G: -3; H: 0; I: -0.9
(38) CC(=O)Oc1ccc([C@@H]2COc3c(ccc4c3C=CC(C)(C)O4)C2)c(OC(C)=O)c1
  A: -3; B: -4; C: -8; D: 11; E: 26; F: -7; G: 3; H: 0; I: 3.3
(39) COc1ccc(NC(=O)Cn2c(NCC(C)O)nc3ccccc32)cc1Cl (stereo not drawn)
  A: -2; B: -3; C: -1; D: 7; E: -7; F: -2; G: -1; H: 0; I: -1.8
(40) CCO[C@@H]1OC(C(=O)NC2CC2)=C[C@H](c2ccc(Br)cc2)[C@H]1CCCO
  A: 9; B: -1; C: 0; D: 2; E: 10; F: -14; G: -1; H: 1; I: 0.1
(41) CCOc1ccc(S(=O)(=O)NCCCN2CCOCC2)c2ccccc12
  A: 0; B: 0; C: -3; D: 7; E: -2; F: 10; G: 3; H: 1; I: 0.6
(42) O=C(N[C@H]1C/C=C\C[C@@H](CC(=O)N(CCO)Cc2ccccc2)C(=O)NC[C@H](c2ccccc2)OC1=O)OCC1c2ccccc2-c2ccccc21
  A: .; B: .; C: .; D: 18; E: -8; F: -36; G: 5; H: 0; I: .
(43) Cc1ccc2nc(NCc3ccccc3)[nH]c2c1
  A: -8; B: 1; C: 1; D: 10; E: 16; F: 12; G: -4; H: 0; I: 2.2

# PP5 primary: what is marked active above
item | Molecule | HCV core dimer | GASC-1 inh | VLA-4 inh | proCasp3 act | GRK2 aptamer HTS | PP5 primary
27 | Cc1cc(C)cc(OCC(=O)N(C)CC(=O)Nc2ccc(Cl)c(C(F)(F)F)c2)c1 | . | -5 | 6 | 7 | 1 | 10*

# Taken from above.
# Cc1c(C(=O)N2CCCCC2)nnn1-c1nonc1N @ proCasp7 act = 11
# CC(=O)Oc1ccc([C@@H]2COc3c(ccc4c3C=CC(C)(C)O4)C2)c(OC(C)=O)c1 @ proCasp3 act = 3
